PfHsp90 set2 – reduces growth (ATP signal) of yeast expressing P. falciparum Hsp90. S. cerevisiae expressing PfHsp90, BacTiter-Glo ATP, 48 h; yeast lacking PDR1 and PDR3 efflux regulators. actives 0.32% (n = 310,000). inhibition, % at 9.4 µM. AID 504621;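 active means every replicate shows inhibition above about 80%, whatever the replicate mean, limit read from the data; inconclusive means mean inhibition reaches the set limit but some replicate falls short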;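 further: 0% = DMSO neutral controls and 100% = 20 µM radicicol positive controls; yeast relying on Plasmodium falciparum Hsp90 in place of its own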
Pemphigus Ab inh – human desmoglein-3 autoantibody binding inhibition; P32926; DSG3-coupled beads, scFv-anti-DSG3-GFP binding, flow cytometry; hits give low values; binding (percent of control), % at 10 µM; actives 0.48% (n = 310,000);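 active means binding more than 3 SD below its plate's average and above zero; inconclusive means below that plate limit but binding exactly zero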;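 further: hits lower antibody fragment binding to DSG3; some compounds called inactive have numbers as strong as hits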
Target sequence (P32926 whole entry, looked up, the tested form may be a part): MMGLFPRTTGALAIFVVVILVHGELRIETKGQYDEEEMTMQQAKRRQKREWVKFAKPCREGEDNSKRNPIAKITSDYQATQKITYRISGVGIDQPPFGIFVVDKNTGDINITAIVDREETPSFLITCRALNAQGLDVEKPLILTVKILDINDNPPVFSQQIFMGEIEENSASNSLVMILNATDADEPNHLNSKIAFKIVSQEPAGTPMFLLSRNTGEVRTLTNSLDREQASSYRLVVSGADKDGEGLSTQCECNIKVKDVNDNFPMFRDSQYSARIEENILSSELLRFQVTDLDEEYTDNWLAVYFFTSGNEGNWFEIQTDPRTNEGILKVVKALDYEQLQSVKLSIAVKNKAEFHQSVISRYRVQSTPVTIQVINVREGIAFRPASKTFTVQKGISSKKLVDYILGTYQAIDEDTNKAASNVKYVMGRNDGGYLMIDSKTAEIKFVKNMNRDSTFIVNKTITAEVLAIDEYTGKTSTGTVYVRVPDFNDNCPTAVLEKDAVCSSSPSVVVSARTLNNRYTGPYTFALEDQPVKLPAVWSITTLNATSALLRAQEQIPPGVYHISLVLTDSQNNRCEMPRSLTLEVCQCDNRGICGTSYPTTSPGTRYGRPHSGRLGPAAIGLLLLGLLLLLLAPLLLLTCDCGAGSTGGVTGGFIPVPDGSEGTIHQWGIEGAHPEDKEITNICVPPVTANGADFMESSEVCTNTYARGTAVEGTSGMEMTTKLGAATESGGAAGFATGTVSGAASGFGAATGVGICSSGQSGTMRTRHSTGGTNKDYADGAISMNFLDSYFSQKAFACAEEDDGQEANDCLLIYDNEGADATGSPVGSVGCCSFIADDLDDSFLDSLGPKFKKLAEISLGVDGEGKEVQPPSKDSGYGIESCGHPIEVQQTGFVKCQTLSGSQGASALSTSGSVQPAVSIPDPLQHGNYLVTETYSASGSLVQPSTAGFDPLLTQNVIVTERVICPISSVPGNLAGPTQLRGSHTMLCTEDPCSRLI
MOR-DOR ag – OPRM1-OPRD1 heterodimerization agonism. P35372+P41143. cells, luminescence. activation, % at 9.3 µM. actives 0.3% (n = 340,000); in the data active means activation above about 18%;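 further: 0% = vehicle-treated cells and 100% = reference agonist; values of inactives mirror those of a sister screen read the other way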
Arr AP2 block – human beta-arrestin and AP2 interaction inhibition; FITC-arrestin peptide / GST-AP2 beads, flow cytometry; AP2 beta2 appendage carries R879A mutation; inhibition, % at 10 µM; actives 0.31% (n = 340,000); AID 504490;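 active means inhibition above a set limit, near 3 SD of compounds lacking own fluorescence, cut at about 54% in these data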;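 further: plate controls were DMSO wells for no effect and 5 µM unlabelled arrestin peptide for full effect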
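System: GST-AP2 R879A glutathione beads | Also added: FITC-arrestin peptide, 50 nM | Times: 12 min plus 1 h, RT | Signal: Bead flow cytometry, FITC channel | Buffer or medium: PBS with 0.05% Tween 20 and 0.1% BSA | Read-out basis: Percent drop in bead-associated FITC signal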
AddAB inh – less growth of phage-infected E. coli with AddAB. inhibition, % at 11.9 µM. actives 0.29% (n = 330,000). E. coli expressing H. pylori AddAB, absorbance growth; in the data active means inhibition above about 12%;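 further: 0% = vehicle wells of infected cells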
PKA-R1A activ – PKA-R1A complex activation; PKA-R1A dissociation, Cy5-IP20 fluorescence polarization; scaled: DMSO 0%, 113 µM cGMP 100%; actives 0.083% (n = 340,000); AID 504707; activation, % at 11.4 µM; P00514+P68181;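 active means percent activation above the mean of all tested compounds plus 3 SD, cut at about 19% in these data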;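 further: higher means more PKAc released from R1A so a rise in polarization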
SUMO Mot1 rescue – blocks SUMOylation pathway, rescuing yeast Mot1-301 growth; actives 1% (n = 320,000); S. cerevisiae Mot1-301 growth rescue, ATP luminescence, 38.5C; percent above DMSO median, 100 means doubled; growth rescue, % at 18.8 µM;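 active means every valid replicate shows activation above 250% relative to neutral control wells; inactive means the rest, any valid replicate at or below 250%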;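 further: OY570 slx delta 5 strain wells were the positive control but not used for scaling; some compounds called inactive have numbers as strong as hits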
phage Ecoli inh – E. coli growth loss with phage present. growth absorbance. inhibition, % at 11.9 µM. actives 0.26% (n = 360,000). AID 651602; in the data active means inhibition above about 11%
MOR-DOR inv ag – inverse agonists of human mu-delta opioid receptor heterodimerization. P35372+P41143. cell-based MOR-DOR heterodimer luminescence, inverse agonism. inhibition, % at 9.3 µM. actives 0.21% (n = 340,000); in the data active means inhibition above about 22%, passing the limit was not always enough;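 further: 0% = cells with DMSO and 100% = wells without cells with DMSO; values of inactives mirror those of a sister screen read the other way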
E coli growth – counter-screen for AddAB inhibitors: E. coli growth inhibition; E. coli V3065 growth, OD600 absorbance, 18 h; inhibition, % at 11.9 µM; actives 0.27% (n = 330,000); AID 449728;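 active means inhibition above the campaign's mean inhibition across all tested compounds plus 3 SD, cut at about 9.9% in these data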;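 further: uninfected addAB+ strain grown without phage in ampicillin broth; 0% = DMSO wells and 100% = ciprofloxacin 0.95 µg/ml wells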
Tat transport – E. coli Tat transport inhibition; actives 0.036% (n = 340,000); inhibition, % at 10 µM; E. coli MC4100 TorA-mCherry Tat export, fluorescence; AID 488895;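 active means mean replicate inhibition at least 50% and at least half of replicates individually reaching 50%; inconclusive means only one of the two criteria met; inactive means neither criterion met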;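 further: exported cargo escapes ClpAP degradation while cytoplasmic cargo is degraded and loses fluorescence; 0% = median of neutral control wells and 100% = median of NaSCN control wells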
The depositor's hits bear a star; ? = inconclusive; . = no result given.

SMILES	PfHsp90 set2	Pemphigus Ab inh	MOR-DOR ag	Arr AP2 block	AddAB inh	PKA-R1A activ	SUMO Mot1 rescue	phage Ecoli inh	MOR-DOR inv ag	E coli growth	Tat transport
CC(OC(=O)Cc1c(F)cccc1Cl)C(=O)NCCC1=CCCCC1 (centres undefined)	5	.	3.4	13	2.5	3	-6	0.9	-17	-1.6	2
COC(=O)c1ccc(S(=O)(=O)N2Cc3ccccc3C2)cc1	-16	97	-1.1	-13	-1.5	-15	-30	2.3	6	2.5	-4
CN(C)/N=C1\CCS(=O)(=O)c2sccc21	6	98	-2.1	3	0.1	-13	-13	1.5	11	-0.2	-9
N#CCC(=O)N/N=C/c1cc([N+](=O)[O-])ccc1N1CCOCC1	-6	107	-3.4	-23	-0.2	-6	0	4.7	18	-2.8	-5
C/C=C/c1ccc(OCCCCN2CC(C)CC(C)C2)c(OC)c1 (centres undefined)	22	101	-1.9	0	4.0	3	93	0.6	10	-1.4	-2
CCOc1ccc(-c2nc(N)ncc2Oc2ccccc2Br)c(O)c1	11	23*	0.6	-3	0.5	0	69	4.3	-3	-0.6	-9
Cc1ccnc(Nc2nc(-c3sc(C)nc3C)cs2)c1	5	107	1.2	2	-0.8	8	14	3.6	-6	-3.9	-2
N#CC(C#N)=C1c2cc(S(N)(=O)=O)ccc2-c2ccc(S(N)(=O)=O)cc21	-53	.	8.4	7	.	-5	.	3.8	-42	.	-4
CN(Cc1cccs1)C(=O)c1ccc(S(=O)(=O)NCc2ccco2)cc1	4	101	-2.9	-2	3.0	6	293	2.8	15	2.9	1
CS(=O)(=O)Nc1ccc(S(=O)(=O)N2CCCCCC2)cc1	14	96	-1.6	-8	5.4	-7	11	1.9	10	-2.8	-1
COc1cc2nc(CN3CCN(S(=O)(=O)c4ccc(C)c(C)c4)CC3)[nH]c(=O)c2cc1OC	6	102	-1.5	14	0.3	10	19	3.9	8	-0.9	-3
C=CCn1c(SCc2nc3cc(C(F)(F)F)ccc3c(=O)[nH]2)nc2sc(CC)cc2c1=O	0	102	-0.2	5	1.6	17	313	0.6	1	-2.8	-8
CCNC(=O)/C=C1\NC(C)(C)Cc2c1ccc1ccccc21	4	78	-1.6	28	3.8	-4	123	-2.7	9	4.8	-6
CNC(=S)N1CCN=C1Nc1nc(C)cc(C)n1	-31	104	-2.6	4	2.9	0	-7	0.1	13	1.2	-2
CCOC(=O)c1oc2ccc(CNC(C)(C)C)c(Cl)c2c1C	-5	84	1.1	1	2.1	0	5	0.5	-7	1.5	0
CCOC(=O)c1oc2ccc(/C=N/O)c(Cl)c2c1C	-24	82	5.2	8	2.6	3	-3	3.2	-34	2.7	3
Cc1nn(Cc2ccc(Cl)cc2)c(C)c1NC(=O)CSc1nc2c(c(C(F)(F)F)n1)CCc1ccccc1-2	21	101	0.9	4	1.3	-1	10	3.7	-5	-0.9	0
N/C(Cc1cccc2ccccc12)=N\O	-4	.	0.7	-3	0.1	7	28	1.9	-3	1.8	9
CCOC(=O)c1sc(C)c2c(=O)n(CC)nnc12	.	105	0.1	-14	3.8	-4	6	1.9	0	1.4	7
CC(C)Cc1nnc(NC(=O)c2cc3c(s2)CCC3)s1	-2	97	0.4	-15	3.6	18	-9	1.0	-2	-0.8	-3
CCn1c(SCC(=O)Nc2ccc3c(c2)OCCO3)nnc1C(C)C	-3	.	-0.7	3	1.6	4	-2	0.0	4	-0.6	-4
CC(=C\C(=O)O)/C(=C/c1ccco1)C(=O)O	-12	85	-3.1	9	3.5	-11	0	0.0	16	-0.5	-7
Cc1ccc(S(=O)(=O)Nc2cc(-c3nn(C)c(=O)c4ccccc34)ccc2N2CCOCC2)cc1	.	133	-1.6	6	2.3	4	-10	0.7	9	2.5	5
Cc1ccc(NC(=O)c2c([N+](=O)[O-])cnn2C)cc1C	11	96	1.4	5	1.8	-1	-4	2.1	-6	-2.6	4
COC(=O)c1ccc(CNCC(O)COc2ccc(-c3ccccc3)cc2)cc1 (centres undefined)	-28	.	8.1	-5	0.7	-9	120	2.2	-52	0.8	4
Carrying on:
SMILES	PfHsp90 set2	Pemphigus Ab inh	MOR-DOR ag	Arr AP2 block	AddAB inh	PKA-R1A activ	SUMO Mot1 rescue	phage Ecoli inh	MOR-DOR inv ag	E coli growth	Tat transport
NC(=O)c1ccc(NC(=O)Nc2ccc3c(c2)OCO3)cc1	10	106	-2.8	3	2.5	2	-3	-0.1	15	0.5	-2
Cn1c(CNC(=O)c2ccc(F)cc2)nc2ccccc21	-7	103	-1.5	2	0.4	-3	2	1.9	8	-0.5	11
COCc1nnc(NC(=O)CSc2ccc(C)cc2)s1	-18	100	-1.9	7	0.7	-8	94	1.4	10	0.4	-2
COc1ccc(OC)c(CN2CCN(C(=O)c3ccco3)CC2)c1	10	103	2.0	-7	5.6	2	-8	1.4	-11	0.7	-2
O=S(=O)(Nc1c(S(=O)(=O)c2ccccc2)c2nc3ccccc3nc2n1C1CCCCC1)c1ccccc1	-55	115	-4.3	14	5.6	8	-21	5.0	23	-0.2	6
O=C(NC1CCCCNC1=O)c1ccco1 (centres undefined)	-2	87	-0.3	14	3.0	4	-3	0.4	2	0.9	-7
CCCCN(C(=O)C1CC(=O)N(c2ccc(OC)cc2OC)C1)c1c(N)n(CC(C)C)c(=O)[nH]c1=O (centres undefined)	10	104	0.3	2	1.7	5	12	-0.2	-1	0.6	-6
CCOc1cc(/C=N/NC(=O)Cn2nc([N+](=O)[O-])cc2C)cc(Br)c1OCc1ccccc1C	15	95	-0.4	24	0.2	-12	11	2.4	2	-0.6	-12
CCOC(=O)c1sc(NC(C)=O)nc1C	-14	96	0.1	24	3.3	-6	0	1.6	-1	0.2	-8
CCOC(=O)Cc1csc(NC(=S)NC(=O)c2cccc([N+](=O)[O-])c2)n1	-39	76	-0.6	3	5.7	1	-5	2.5	3	1.4	-13
N#Cc1c2n(c(=S)n(-c3ccccc3[N+](=O)[O-])c1=O)CCCCC2	9	108	-2.0	-12	1.7	-14	15	0.2	11	3.4	-7
COc1ccc(CNC(=O)Cn2nnc(-c3ccc(NC(=O)C4CCCCC4)cc3)n2)cc1	-39	107	-1.9	-7	1.9	6	2	1.5	12	-0.3	?
CCOc1ccc(N2C(=O)Nc3ccccc3C2(O)C(=O)NCc2ccc(C)cc2)cc1 (centres undefined)	.	115	1.4	5	-0.3	7	-1	2.2	-7	0.4	-1
Cc1ccsc1C(=O)NCC(=O)OCc1ccccc1	-10	96	-1.2	49	3.1	-5	1	-1.0	6	-1.4	-1
COc1cccc(C(=O)NNC(=O)CCC(=O)O)c1	-18	99	-1.7	18	2.6	4	23	-0.1	9	0.9	7
Cc1ccc(O)c(C(=O)c2cnc3c(c2)c(C)nn3-c2ccccc2)c1	-34	.	3.7	4	2.9	-7	-6	4.0	-18	-0.4	-2
COc1cc([N+](=O)[O-])ccc1NC(=S)NCc1ccccn1	-7	102	-1.6	-19	1.6	1	-14	1.3	8	0.7	1
S=C(NCc1ccccc1)NCc1ccccc1	-49	103	-0.7	-2	1.6	7	-13	6.4	4	0.4	-3
CCC(=O)Nc1cccc(C(=O)/C=C/c2ccccc2)c1	4	102	.	7	5.0	-9	-16	1.9	.	-0.6	-5
CCc1ccccc1NC(=O)CN(C)C(=O)Cn1cc(C(F)(F)F)cc(Cl)c1=O	2	100	-3.7	14	0.4	6	18	2.8	19	0.3	-7
CCN(CC)S(=O)(=O)c1ccc(NC(=O)c2ccc(Sc3nncn3C)c([N+](=O)[O-])c2)cc1	2	88	5.0	6	5.2	-6	-6	5.2	-25	-0.7	-16
Oc1c(Br)cc(Br)cc1/C=N/c1nccs1	57	104	0.1	-1	1.2	-1	131	4.1	0	-2.6	0
CN1CCN(C(=S)SCC(=O)N2CCCc3ccccc32)CC1	16	99	-3.9	23	2.8	2	-8	-0.6	20	1.1	2
Cc1ccnc(N2CCC(C(=O)NNC(=O)c3ccccc3)CC2)n1	-5	95	-2.2	-1	2.3	7	9	3.9	12	-0.2	1
NC(=O)CCN1CCN(C(=O)c2ccc3nc(Cc4cccc(Cl)c4)oc3c2)CC1	-14	103	-1.7	1	1.4	0	3	0.7	9	0.8	8
Other structures follow.
SMILES	PfHsp90 set2	Pemphigus Ab inh	MOR-DOR ag	Arr AP2 block	AddAB inh	PKA-R1A activ	SUMO Mot1 rescue	phage Ecoli inh	MOR-DOR inv ag	E coli growth	Tat transport
O=C(COC(=O)/C=C/c1ccc2c(c1)OCO2)Nc1ccccc1	19	99	-0.8	-10	2.9	-3	0	1.6	4	4.0	-9
COC(=O)CC1COc2ccccc2N1C(=O)c1ccc(OC)cc1 (centres undefined)	22	106	-1.7	10	0.2	4	-2	4.3	8	-1.6	5
O=C(N/N=C/c1ccncc1)C1C2CCCCCCC21 (centres undefined)	13	103	-1.9	-18	4.0	-1	21	2.1	8	1.7	7
N#Cc1c(-c2ccccc2)nc(SCC(=O)N2c3ccccc3Sc3ccccc32)[nH]c1=O	-13	93	-3.0	31	3.7	11	-23	-0.5	16	0.2	17
COc1ccc2c(c1)[nH]c1c(=O)n(/N=C/c3ccc(OC)c(CN4CCCC4)c3)cnc12	-4	98	-0.2	34	4.7	-4	10	2.2	1	-2.1	-9
O=C1CC(c2ccccc2)NC(=O)N1 (centres undefined)	-10	113	-1.6	2	1.1	0	5	0.2	8	-1.8	-5
CC12C=CC(=O)C=C1CCC1C3CCC(O)(C(=O)CO)C3(C)CC3OC312 (centres undefined)	8	112	0.1	26	1.6	1	53	3.6	-1	1.9	3
C=COCCCNc1ncnc2sc(-c3ccccc3)cc12	-12	105	1.2	-9	1.5	-10	-5	0.6	-6	1.4	6
CC(OC(=O)c1cccc(S(=O)(=O)N2CCCCC2)c1)C(=O)NCC1CCCCC1 (centres undefined)	8	103	-0.1	-1	.	4	.	1.0	1	.	8
COc1ccc([C@@H]2[C@@H]3C(=O)N(C(C)(C)C)C(=O)[C@@H]3[C@]3(Cc4ccccc4)C(=O)N(c4ccccc4)C(=O)N23)cc1	1	98	-1.1	-4	3.0	9	23	4.0	6	-0.3	-4
O=C(CN1CCCCCC1)Nc1ccc(Br)cc1	7	105	-0.8	-3	2.1	-5	-6	3.8	4	-1.7	-2

Bioassay records deposited in PubChem BioAssay by several laboratories.
